NPY1 pot ag: potentiates or activates human NPY-Y1 receptor. P25929. NPY-Y1 expressing cells, potentiator/agonist activation. activation, % at 3.6 µM. 220,000 compounds, 0.37% hits. AID 1304; in the data active = activation above about 33%, passing the limit was not always enough;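 also: cells stimulated with NPY at EC10 then isoproterenol at EC100; 0% = low agonist plus stimulus and 100% = saturating agonist plus stimulus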
Target sequence (P25929 whole entry, looked up): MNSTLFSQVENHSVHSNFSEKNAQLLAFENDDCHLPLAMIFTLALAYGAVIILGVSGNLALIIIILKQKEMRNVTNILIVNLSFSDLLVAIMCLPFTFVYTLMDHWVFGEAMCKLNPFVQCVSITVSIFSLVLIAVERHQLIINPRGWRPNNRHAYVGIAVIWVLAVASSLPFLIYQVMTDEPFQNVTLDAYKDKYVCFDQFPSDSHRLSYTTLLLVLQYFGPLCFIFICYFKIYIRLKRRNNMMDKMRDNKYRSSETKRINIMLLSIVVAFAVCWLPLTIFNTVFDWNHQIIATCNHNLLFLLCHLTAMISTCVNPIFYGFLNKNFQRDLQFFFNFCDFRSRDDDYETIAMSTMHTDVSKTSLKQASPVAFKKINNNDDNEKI
NPY2 pot ag: human NPY-Y2 potentiation or agonism, primary screen; cells expressing NPY-Y2, potentiator/agonist read-out; activation, % at 3.6 µM; 220,000 compounds, 0.45% hits; in the data active = activation above about 27%;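 also: cells stimulated with NPY near EC25 plus isoproterenol at EC100; 0% = vehicle plus submaximal agonist and 100% = vehicle plus saturating agonist; some results beyond the cut were filed as inactive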
S1P4 antagonist: antagonists of human S1P4 receptor; S1P4-expressing cells, antagonist mode, reporter read-out; inhibition, % at 4.98 µM; 220,000 compounds, 0.26% hits; AID 1510; in the data active = inhibition above about 29%;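 also: 0% = wells stimulated with agonist and 100% = vehicle wells without agonist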
NPY-Y1 antag: antagonists of human neuropeptide Y receptor Y1; HEK293-CNG Y1 cells, membrane potential fluorescence; NPY at EC95, then isoproterenol; inhibition, % at 3.6 µM; AID 1040; 200,000 compounds, 1% hits;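 active = inhibition above the campaign mean inhibition of all tested compounds plus 3 SD, cut at about 20% in these data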;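 also: 0% = DMSO wells given NPY plus isoproterenol and 100% = isoproterenol alone without NPY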
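Material: HEK293 cells co-expressing NPY Y1 receptor and cyclic-nucleotide gated channel. Timing: compound incubation 1 h at room temperature, readout 45 min post-stimulation. Signal: fluorescence, membrane potential probe.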
S1P4 ag: activates the human S1P4 receptor. S1P4-expressing cell line, agonist reporter assay. 220,000 compounds, 0.35% hits. O95977. activation, % at 4.98 µM. AID 1509; in the data active = activation above about 11%;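 also: 0% = DMSO vehicle and 100% = reference agonist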
CHOP inhibitor: CHOP inhibition in unfolded protein response | CHO-K1 CHOP-promoter luciferase, tunicamycin-induced, 15-18 h | inhibition, % at 10 µM | 220,000 compounds, 3.8% hits;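 active = compounds that reduced the stress-induced luciferase reporter signal by more than about 70% of percent inhibition, limit read from the data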;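 also: 0% = tunicamycin plus vehicle and 100% = wells without tunicamycin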
zfTRPN1 agonist: zebrafish TRPN1 (NompC) channel agonism. HEK293 zebrafish TRPN1-YFP, Fluo-8 calcium fluorescence; 100% = response to 87 µM carbachol. activation, % at 3 µM. 220,000 compounds, 0.18% hits;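 active = activation above its plate's cutoff, the mean activation of test wells on that plate plus 3 SD, cut at about 19% in these data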;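 also: 0% = DMSO alone and 100% = 87 µM carbachol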
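Assay system: Zebrafish TRPN1-YFP in HEK293 cells | Incubation: Dye loading 1 h at 37 °C, then 30 min room temperature | Measured by: Kinetic Fluo-8 fluorescence, ex 470-495, em 515-575 nm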
TRPML3 agonist: agonists of human TRPML3 channel | Q8TDD5 | HEK293 TRPML3-YFP, Fluo-8 calcium fluorescence; 100% = the carbachol control signal | activation, % at 3 µM | 220,000 compounds, 0.29% hits | AID 1448;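 active = activation above its plate's cutoff, the mean activation of the plate's test wells plus 3 SD, cut at about 12% in these data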;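 also: 0% = DMSO only wells and 100% = carbachol wells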
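Material: HEK293 cells stably carrying human TRPML3-YFP; compound dosing: single dose, 3 µM final nominal compound, 0.3% DMSO final; incubation: 1-h 37 °C dye load, 5-s basal, 120-s post-compound reads; technique: Fluo-8 intracellular calcium fluorescence, excitation 470-495 nm, emission 515-575 nm; read-out basis: percent activation from peak-to-basal fluorescence ratio, scaled between DMSO and carbachol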
EP2 mod: modulates human prostaglandin E2 receptor EP2 signaling. 260,000 compounds, 0.83% hits. EP2-expressing cells, cAMP HTRF FRET, PGE2 co-stimulation. induction, % at 25 µM. AID 940;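 active = compounds whose cAMP rise, as percent of the full-agonist control response, exceeds 60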;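 also: rat C6 glioma line stably carrying human EP2 under a CMV promoter; the protocol text gives 20 µM as final concentration; 100% = response of wells given 1 µM PGE2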
Target sequence (P43116 whole entry, looked up): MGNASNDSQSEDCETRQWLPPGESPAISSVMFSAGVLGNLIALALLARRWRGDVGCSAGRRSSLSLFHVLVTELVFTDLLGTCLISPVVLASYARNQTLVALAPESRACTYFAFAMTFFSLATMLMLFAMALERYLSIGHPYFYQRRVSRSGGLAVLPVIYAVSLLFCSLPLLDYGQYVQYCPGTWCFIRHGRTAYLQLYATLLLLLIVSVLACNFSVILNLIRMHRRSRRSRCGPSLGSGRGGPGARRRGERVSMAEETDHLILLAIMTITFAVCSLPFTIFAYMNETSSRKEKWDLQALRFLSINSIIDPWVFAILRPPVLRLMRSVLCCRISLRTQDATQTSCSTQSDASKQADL
* hit, by the source's call; · = no result given.

SMILES	NPY1 pot ag	NPY2 pot ag	S1P4 antagonist	NPY-Y1 antag	S1P4 ag	CHOP inhibitor	zfTRPN1 agonist	TRPML3 agonist	EP2 mod
CCC(CC)C(=O)NCCc1cc2c(C)ccc(C)c2[nH]c1=O	4	4	13	4	0.0	19	-0.1	0.5	-36
Cc1cc2c(=O)n(CC(=O)N3CCN(c4ccccc4)CC3)cnc2s1	-12	-6	-35	1	2.3	-1	-2.2	-1.4	8
O=S(=O)(NCC1CCCO1)c1ccc2oc3ccc(S(=O)(=O)NCC4CCCO4)cc3c2c1 (configuration not stated)	-12	-8	12	-4	-0.9	14	0.9	0.0	-9
Nc1c(C(=O)Nc2ccc3c(c2)OCCO3)nnn1CCc1ccccc1	-4	-12	1	1	3.2	·	0.3	0.3	-3
Cc1ccc(/C=C/C(=O)NC(C)c2ccccc2)cc1 (configuration not stated)	-20	5	-5	4	0.1	41	-1.1	-0.5	-69
O=C(NCc1ccc(F)cc1)C1(c2cccs2)CCOCC1	7	-1	-2	3	-0.4	4	0.9	0.5	26
CCc1cc2c(=O)c(-c3nc4ccccc4n3C)coc2c(CN2CCOCC2)c1O	-5	7	-9	-5	1.6	11	-0.3	1.0	19
CC(C)COP(=O)(OCC(C)C)C(Nc1ccccc1)c1ccc2c(c1)OCO2 (configuration not stated)	-6	13	-5	17	2.6	76*	0.2	0.2	0
O=C(Cn1ncc2ccccc21)N1CCN(c2cccc(C(F)(F)F)c2)CC1	1	7	-2	7	-0.5	29	0.6	-0.2	-35
CCCCNC(=O)Nc1nnc(SCC(=O)OCC)s1	5	8	0	-3	-0.3	19	-0.5	-0.3	-8
CCOC(=O)c1cnc2c(C)cccc2c1NCc1ccco1	-67	-11	0	10	1.0	48	-1.3	0.2	37
CN(CC(N)=O)S(=O)(=O)c1ccc(F)cc1	-7	-5	4	2	-1.3	12	-1.0	1.1	1
CC1CCCN(Cc2csc(N)n2)C1 (configuration not stated)	-3	4	-8	-3	1.2	47	0.6	0.4	15
CC1CCc2c(sc(NC(=O)c3ccc(Cn4cc(Br)cn4)o3)c2C(N)=O)C1 (configuration not stated)	-34	-13	-19	5	0.6	-23	-0.2	0.2	-4
COc1ccc(S(=O)(=O)N(C)C)cc1NCC(=O)Nc1ccc(F)cc1F	14	15	-17	1	-0.3	-2	0.2	0.5	-3

Exported bar-delimited: part of the list above.
SMILES | NPY1 pot ag | NPY2 pot ag | S1P4 antagonist | NPY-Y1 antag | S1P4 ag | CHOP inhibitor | zfTRPN1 agonist | TRPML3 agonist | EP2 mod
O=S(=O)(NCC1CCCO1)c1ccc2oc3ccc(S(=O)(=O)NCC4CCCO4)cc3c2c1 (configuration not stated) | -12 | -8 | 12 | -4 | -0.9 | 14 | 0.9 | 0.0 | -9
Nc1c(C(=O)Nc2ccc3c(c2)OCCO3)nnn1CCc1ccccc1 | -4 | -12 | 1 | 1 | 3.2 | · | 0.3 | 0.3 | -3

The list continues:
SMILES	NPY1 pot ag	NPY2 pot ag	S1P4 antagonist	NPY-Y1 antag	S1P4 ag	CHOP inhibitor	zfTRPN1 agonist	TRPML3 agonist	EP2 mod
Cc1cccc(C)c1NC(=S)N/N=C/c1ccc(OCCC(C)C)cc1	2	12	8	-2	-1.0	68	-0.4	0.1	-18
CCCCNC(=O)c1onc(CSc2cccc3ccccc23)c1C(=O)O	-3	-23	11	12	-1.0	17	-0.2	0.7	10
O=C(O)c1[nH]c2ccc(Cl)cc2c1CC(=O)N1CCN(c2ccccc2)CC1	-19	10	-5	7	-0.4	-6	-1.7	1.0	0
CCn1c(Cc2ccccc2)nnc1SCC(=O)OC(C)C	13	18	-16	0	0.5	18	0.4	1.1	5
NC(=O)c1ccsc1NC(=O)COC(=O)CSc1ccc(Cl)cc1	-6	0	-4	8	2.1	14	7.1	4.2	-16
Cc1nc(CS(=O)(=O)c2ccc(Cl)cc2)cc(Sc2ccccc2Cl)n1	-11	-5	-38	7	1.1	-3	0.5	-0.2	12
O=S(=O)(c1ccc(Cl)s1)N1CCC(Cc2ccccc2)CC1	-15	-18	1	13	-0.2	48	-0.9	0.2	-26
CCNC(=S)N1CCN(CC(=O)Nc2ccc(Br)cc2)CC1	13	-2	-12	4	-0.1	0	1.6	0.0	15
CCC(C)(C)n1nnnc1C(c1ccncc1)N1CCC(C)CC1 (configuration not stated)	-13	-5	-9	11	-2.5	12	-1.3	0.5	15
N#CC1=C(N)SC(N)=C(C#N)C1c1ccc(C(F)(F)F)cc1	5	3	-8	-5	0.8	-7	1.8	0.3	13
Cc1cc(=O)oc(C)c1C(=O)Nc1cnc2ccccc2c1	1	10	-13	2	-1.7	-1	1.0	0.2	-39
CCc1nnc(NC(=O)[C@@H](NC(=O)c2cccc(S(=O)(=O)N(CC)CC)c2)C(C)C)s1	-33	0	3	-6	0.0	83*	-1.4	-0.9	21
CCOC(=O)C1CCCN(c2c(NCCc3cccc(C)c3)c(=O)c2=O)C1 (configuration not stated)	27	16	7	·	0.2	11	-1.4	0.7	16
O=C(CN1CCc2ccccc2C1)Nc1cc(S(=O)(=O)N2CCOCC2)ccc1N1CCOCC1	-4	0	-26	-1	-0.8	59	1.7	1.2	11
CC(Oc1ccc(F)cc1)C(O)CCN(C)C (configuration not stated)	-4	-5	1	4	-0.5	20	-0.5	0.3	-14
O=c1[nH]c(=S)[nH]c2sccc12	2	-4	-5	6	1.6	26	0.2	1.1	49
Cc1ccc(-c2csc(N(Cc3ccccc3)C(=O)COc3ccccc3)n2)cc1	-6	-5	-18	1	-0.8	20	0.3	-0.1	-9
CCN1C(=O)C(CC(=O)Nc2ccc(F)cc2)N(Cc2cccs2)C1=S (configuration not stated)	-1	12	0	-8	1.6	13	2.0	0.2	-38
N#Cc1ccc(NC(=O)N2CCC(c3nc4c(nnn4Cc4cccc(Cl)c4)c(=O)[nH]3)CC2)cc1	17	12	5	5	1.8	29	-1.1	-1.1	2
CCC(C)C(NC(N)=O)C(=O)NC1CCC(C)CC1 (configuration not stated)	-4	6	-15	-3	0.5	-21	0.9	-0.2	12
Cc1ccccc1C(=O)NC(C)c1ccc2c(c1)CCCC2 (configuration not stated)	11	-8	-11	3	0.9	37	-1.1	-0.5	-4
CCN1C(=O)CC(N2CCC(Nc3ccc(OC)cc3)CC2)C1=O (configuration not stated)	-4	-1	-14	-3	-0.7	6	-0.6	1.6	5
COc1ccc(-n2cnnc2SCC(=O)NC2CCCc3ccccc32)cc1 (configuration not stated)	-5	16	-14	3	0.6	15	-0.9	0.1	2
CCOc1ccccc1C(=O)Nc1nnc(C(C)C)s1	1	0	-3	-1	-2.4	76*	-0.2	0.0	3
O=c1c2ccccc2nc2sc3ccccc3n12	-2	-10	-13	12	-2.4	7	-0.2	0.0	-6
CCCc1nnc(NC(=O)CN2CCOCC2)s1	-1	-1	-3	-4	-0.1	-6	0.9	0.5	1
CSc1nc(N)nc(SCCS(=O)(=O)c2ccc(Cl)cc2)c1C#N	-52	-11	-26	1	2.4	52	-0.7	-0.2	-15
Nc1ncnc(Oc2cccc(C(F)(F)F)c2)c1[N+](=O)[O-]	7	-4	-2	3	-0.3	-27	-1.9	-0.6	-49
Cc1c(NC(=O)/C(=C\c2ccccc2)NC(=O)c2ccccc2)c(=O)n(-c2ccccc2)n1C	-13	5	-7	-2	0.6	-3	1.1	0.8	9
CCCCOc1ccc(C(=S)N2CCC(C(N)=O)CC2)cc1	11	6	-23	-1	2.2	-4	-0.4	0.2	-12

Some entries already given, limited to S1P4 ag:
| SMILES | S1P4 ag |
| --- | --- |
| CCN1C(=O)CC(N2CCC(Nc3ccc(OC)cc3)CC2)C1=O (configuration not stated) | -0.7 |
| CCCc1nnc(NC(=O)CN2CCOCC2)s1 | -0.1 |
| CCOc1ccccc1C(=O)Nc1nnc(C(C)C)s1 | -2.4 |

(next part)
SMILES	NPY1 pot ag	NPY2 pot ag	S1P4 antagonist	NPY-Y1 antag	S1P4 ag	CHOP inhibitor	zfTRPN1 agonist	TRPML3 agonist	EP2 mod
NC(=O)Nc1ccc(Oc2c(F)c(F)c(F)c(F)c2F)cc1	13	15	-25	-5	-0.5	19	0.1	0.4	-2
CCCc1nc2n[nH]c(N)c2c2c1CCCC2	-18	-19	1	3	0.6	10	0.1	-0.5	10
CC(C)N1CCC(N2CCN(Cc3ccc4nonc4c3)CC2CCO)CC1 (configuration not stated)	14	-4	4	·	-0.5	13	1.2	0.7	14
Clc1ccc(-c2nnc3n2CCCCC3)cc1	-27	2	-15	1	-1.4	4	0.5	1.2	3
Cc1ccc(CCNC(=O)C2CCCN(C(=O)c3cc4sccc4n3C)C2)cc1 (configuration not stated)	2	0	-32	6	-0.3	34	1.5	0.7	-21
CCCCc1nnc2c(N(C)S(=O)(=O)c3ccc(C)cc3)nc3ccccc3n12	1	1	-17	·	2.1	5	-0.7	0.5	18
CCN(CC)S(=O)(=O)c1ccc(C)c(NC(=O)CNCCN(C(C)C)C(C)C)c1	10	0	-11	6	0.2	21	0.4	0.9	13
COc1ccc(C(=O)c2ccc(Cl)c([N+](=O)[O-])c2)cc1	16	13	-4	-1	-0.9	-133	-3.1	-0.3	-1
COc1ccccc1CN1C(=O)C2CC=CCC2C1=O (configuration not stated)	-7	5	4	-1	-0.6	16	1.7	0.9	14
CCN(Cc1ccccc1)S(=O)(=O)c1cc(C(=O)NCC2CCCCC2)ccc1OC	-16	-2	-2	5	0.8	34	-0.1	0.3	6
O=S(=O)(Nc1ccc(N2CCOCC2)cc1)c1ccc(F)cc1	9	-2	-3	1	1.4	-6	1.1	0.3	-14
COC(=O)c1ccc(C(C(=O)NCc2ccccc2)N(Cc2ccco2)C(=O)c2cnccn2)cc1 (configuration not stated)	-27	3	2	-8	19*	-12	1.3	-0.3	-10
Cc1cccc(CSCCNC(=O)c2ccc(N(C)S(=O)(=O)c3ccccc3)cc2)c1	-46	-33	4	14	1.6	-3	-1.0	1.1	-24
O=c1c(C/C=C/c2ccccc2)c(O)nc2n1CCCS2	10	14	6	-2	-0.4	1	-0.7	-0.1	13
CCOC(=O)c1c(C)nc2c(c1C)/C(=N/O)CC(C)(C)C2	-7	-6	-15	2	-0.2	10	4.7	1.0	10
Cc1ccc(C(C(=O)NC2CCCC2)N(Cc2ccc(F)cc2)C(=O)c2csnn2)o1 (configuration not stated)	-5	-6	-3	12	0.7	71*	-0.9	-1.6	41
O=C(NCc1nc2ccccc2[nH]1)c1ccco1	-24	-13	-16	5	-0.3	22	-0.8	-0.4	-21
Cc1cc(C(=O)COC(=O)c2ccc3c(c2)NC(=O)CS3)c(C)n1CCc1ccc(Cl)cc1	8	-23	-11	-2	3.0	59	1.3	1.2	-10
CC(NC(=O)c1cc2ccccc2o1)c1cccs1 (configuration not stated)	-33	-19	18	-1	-1.2	7	7.2	0.0	-20
CCC(CC)C(=O)OCC(=O)Nc1cc(OC)c([N+](=O)[O-])cc1C	-13	-2	-8	12	0.2	7	0.5	-0.7	7
O=C(Cc1ccccc1)NC1(O)C(=O)c2ccccc2C1=O	-7	-22	-6	·	-3.0	7	1.4	-0.1	-21

Assay outcomes as filed in PubChem.
